APJ antagonist – antagonists of human apelin receptor APJ, primary screen, CHO-K1 cells, beta-arrestin complementation, luminescence | P35414 | inhibition, % at 20 µM | hit rate 0.32% among 330,000;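 active means inhibition above about 40% at 20 µM, limit read from the data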;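 further: cells challenged with 10 nM apelin-13 agonist together with compound; plate controls were apelin-13 plus DMSO wells for no effect and DMSO wells lacking apelin-13 for full effect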
Target sequence (P35414 whole entry, looked up): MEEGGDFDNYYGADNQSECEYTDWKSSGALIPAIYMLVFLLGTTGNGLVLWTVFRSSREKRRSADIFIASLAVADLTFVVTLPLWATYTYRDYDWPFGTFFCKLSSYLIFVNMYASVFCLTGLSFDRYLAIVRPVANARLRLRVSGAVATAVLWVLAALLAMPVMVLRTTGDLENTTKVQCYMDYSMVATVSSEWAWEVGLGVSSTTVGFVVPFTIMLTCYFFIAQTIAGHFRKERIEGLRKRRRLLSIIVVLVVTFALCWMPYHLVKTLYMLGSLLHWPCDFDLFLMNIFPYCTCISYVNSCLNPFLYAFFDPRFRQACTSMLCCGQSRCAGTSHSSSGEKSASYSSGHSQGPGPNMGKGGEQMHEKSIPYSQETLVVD
UPR XBP1 act – activators of adaptive XBP1 UPR arm, primary screen, cell-based, CHO-XBP1 luciferase reporter, luminescence, uHTS; hit rate 0.33% among 330,000; IRE1-XBP1 UPR activation; percent of tunicamycin response, DMSO as zero; activation, % at 20 µM; AID 463104, 2010;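 active means versus positive control, 20 µM dose yields 30% or more activation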;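 further: 100% = tunicamycin at 10 µg/mL and 0% = DMSO only wells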
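Material: IRE1-XBP1 luciferase reporter CHO line / Quantity: one thousand reporter cells per well / Buffer or medium: F12 with 10% serum / Compound: 20 µM single concentration, DMSO 1% / Times: 6 h treatment, 37 °C / Detection: Steady-Glo luciferase glow luminescence, 10 min after reagent addition / Benchmarks: tunicamycin high, DMSO low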
Jurkat NFkB inh – inhibitors of induced NF-kB luciferase reporter, primary screen, TCR NF-kB activation inhibitor project, cell-based, luminescence, uHTS; Jurkat, PMA/ionomycin-induced NF-kB luciferase reporter; inhibition, % at 4 µM; hit rate 0.53% among 330,000; AID 435003, 2010; in the data active means inhibition above about 50%
CHOP UPR activ – activators of apoptotic CHOP UPR arm, primary screen, cell-based, CHO-CHOP luciferase reporter, luminescence, uHTS | UPR activation; percent of tunicamycin response over DMSO baseline | activation, % at 10 µM | hit rate 0.34% among 330,000 | AID 449763, 2010;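 active means at 10 µM dose, activation of 40% or more, normalized to positive control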;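 further: 100% = tunicamycin at 10 µg/mL and 0% = DMSO alone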
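Evaluation: % reporter activation, DMSO baseline versus tunicamycin full activation; System: CHO-CHOP luciferase reporter cell line; Input: 500 cells/well; Incubation: 6 h compound treatment, 37 °C; Measured by: Steady-Glo luciferase luminescence; Dosing: one dose, 10 µM in 0.5% DMSO; Buffer or medium: F12 medium, 10% FBS; Benchmarks: positive tunicamycin 10 µg/mL, negative DMSO alone.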
tim23-1 inh – growth inhibitors of tim23-1 mutant yeast, primary screen, luminescence, uHTS. S. cerevisiae tim23-1 growth, BacTiter-Glo luminescence, 24 h. inhibition, % at 20 µM. hit rate 1.3% among 330,000;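 active means growth inhibition of the mutant yeast at or above 50%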;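 further: temperature-sensitive mutant grown at 25 °C; plate controls were DMSO-treated mutant yeast for no effect and medium wells lacking yeast for full effect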
697 NFkB inh – inhibitors of PMA/ionomycin-induced NF-kB reporter, 697 cells, primary screen, B-cell NF-kB inhibitor project, cell-based, luminescence, uHTS | 697 B-cell NF-kB luciferase reporter, 16 h | inhibition, % at 4 µM | hit rate 0.33% among 330,000 | AID 435022, 2010; in the data active means inhibition above about 35%
Mdm2-MdmX inh – inhibitors of human Mdm2-MdmX association, primary screen, cell-based, luminescence, split luciferase, SaOS-2, uHTS; hit rate 3% among 330,000; inhibition, % at 8 µM; Protein Mdm4 (Homo sapiens) + E3 ubiquitin-protein ligase Mdm2 (Homo sapiens), …; AID 485346, 2010; SaOS-2 split-luciferase Mdm2/MdmX complementation;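 active means inhibition of at least 50% at 8 µM in the primary screen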
APJ ag – agonists of human apelin receptor APJ, primary screen, CHO-K1 cells, PathHunter beta-arrestin, luminescence; 0% DMSO wells, 100% apelin; activation, % at 20 µM; hit rate 0.11% among 330,000;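 active means activation more than six SD over the plate average, tested at 20 µM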;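 further: 0% = DMSO alone and 100% = apelin-13 at 10 nM; some results filed as inactive read as strong as hits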
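Test system: CHO-K1 APJ beta-arrestin complementation cell line. Amount: cell density 1000 per well. Controls: DMSO negative, 10 nM Apelin-13 positive. Signal: luminescent beta-gal fragment complementation, chemiluminescent substrate. Read-out basis: agonist-driven arrestin binding to APJ. Timing: compound stimulation 90 min at 25 °C, detection 60 min.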
An asterisk follows results filed as active.

SMILES | APJ antagonist | UPR XBP1 act | Jurkat NFkB inh | CHOP UPR activ | tim23-1 inh | 697 NFkB inh | Mdm2-MdmX inh | APJ ag
COc1ccccc1OC(C)C(=O)N(Cc1ccco1)C1CCS(=O)(=O)C1 (centres undefined) | 4 | 1 | 6 | 2.8 | 6 | 1 | 20 | -1
CC1(C)Cc2ccccc2/C(=C/C(=O)N2CCCCCC2)N1 | 18 | -1 | 11 | -0.7 | 32 | 7 | 28 | -7
COc1cccc(CC(=O)Nc2ccc3c(c2)CCC3)c1 | 17 | 6 | 11 | 1.0 | 27 | -12 | 19 | -3
O=C(NCc1ccc2c(c1)OCO2)c1ccc(COc2cc(Cl)ccc2Cl)o1 | 20 | 3 | 2 | -1.3 | 12 | 16 | 21 | -2
COc1ccc(/C=C2\N=C(SC)NC2=O)cc1 | -15 | 1 | -2 | 0.8 | 9 | -11 | 3 | 1
COc1ccccc1CCC(=O)OCC(=O)Nc1ccc2[nH]c(=O)[nH]c2c1 | -56 | -2 | -5 | 1.6 | -3 | 19 | 15 | 0
COc1ccc(C(=O)Nc2nnc(Cc3ccccc3)s2)c(OC)c1 | -8 | 5 | -15 | 7.0 | 9 | -15 | 6 | 1
O=C1CCCS(=O)(=O)c2ccccc21 | -1 | 0 | 7 | 2.1 | 1 | 10 | -2 | -2
O=C(Nc1ccc(N2CCN(C(=O)c3ccc(Cl)cc3)CC2)cc1)c1cc2ccccc2o1 | -2 | -1 | 33 | 5.0 | -3 | 2 | 9 | 4
CCNC(=S)Nc1ccc(S(=O)(=O)Nc2cc(C)nc(C)n2)cc1 | -11 | 0 | 4 | -0.8 | 16 | 4 | 3 | 0
Cc1ccc(C)c(S(=O)(=O)C(C#N)c2nc3ccccc3nc2N2CC(C)OC(C)C2)c1 (centres undefined) | -3 | 1 | 1 | -2.0 | 27 | 7 | -2 | -2
O=C(N/C(=C\c1ccco1)C(=O)N1CCCC1)c1ccccc1 | -1 | -2 | 4 | 0.9 | 4 | 10 | 18 | -4
COc1ccc(NC(=O)c2ccc3ccccc3c2OC)cc1 | 12 | 6 | -30 | 5.7 | 21 | -88 | -44 | -7
O=C1[C@H]2[C@@H](c3ccc(F)cc3)N3C(=O)N(c4ccc(Br)cc4)C(=O)[C@@]3(Cc3ccc(Cl)cc3)[C@H]2C(=O)N1C1CCCCC1 | 2 | 0 | 19 | 4.1 | 27 | 16 | 85* | 3
COCCCNC(=O)COc1cc(C)c(Cl)c(C)c1 | 19 | -2 | 0 | 1.4 | -17 | -14 | -2 | 1
Cc1ccc(CN2CC(C(=O)N3CCN(S(=O)(=O)c4cccc(F)c4)CC3)CC2=O)cc1 (centres undefined) | 4 | -2 | 9 | -1.2 | -5 | 7 | -27 | -7
Cc1ccc(C(=O)COC(=O)[C@@H](NC(=O)c2ccco2)C(C)C)s1 | 8 | 1 | 4 | -0.7 | 19 | 4 | 7 | -2
O=C1c2ccccc2C(=O)N1CC(O)Cn1nnc2ccccc21 (centres undefined) | 17 | 1 | -3 | -1.1 | 8 | 14 | -8 | -1
CCOc1ccc(Cn2c(O)cc(=O)[nH]c2=O)cc1 | -2 | 0 | 4 | -2.1 | 5 | 17 | 28 | -3
COc1cc(/C=C/C(=O)NC2CCCCC2)cc(OC)c1OC | 19 | -1 | 2 | -1.0 | -5 | 6 | 26 | -1
CCCc1nc2ccccc2c(C(=O)OCC(=O)Nc2cccc(S(=O)(=O)N3CCOCC3)c2)c1CC | 4 | 3 | -7 | 1.8 | 20 | -7 | 40 | -1
CCOc1ccc(C/C(O)=C2\C(=O)CC(C)(C)CC2=NCC(=O)O)cc1OCC | -4 | 3 | -4 | 1.2 | 7 | 8 | -13 | -1
Fc1c(F)c(F)c(N=Cc2ccc3ncccc3c2)c(F)c1F | 8 | 4 | -2 | 4.2 | 26 | 22 | -2 | -5
O=C1c2cccc3cccc(c23)N1CN1CCN(c2ccccn2)CC1 | 1 | 2 | 5 | -0.8 | -2 | 12 | 10 | 0
O=C(NCC1CCCO1)C(c1cccnc1)N(C(=O)Cc1cccs1)c1ccccc1 (centres undefined) | 2 | -2 | -46 | 2.0 | 2 | -1 | 4 | 1
CCOc1ccc(/C=N/OCC(=O)NCc2ccco2)cc1 | 5 | -2 | 0 | 0.8 | 6 | 0 | 4 | -3
CN(Cc1ccon1)C(=O)C1CCC(=O)N(Cc2ccc(Cl)cc2)C1 (centres undefined) | 0 | -4 | 7 | 0.5 | 0 | 1 | 15 | 6
CC(=O)N[C@@H](Cc1c[nH]c2ccccc12)C(=O)OCC(=O)Nc1ccc(S(=O)(=O)N(C)C)cc1 | 2 | 0 | -5 | -0.8 | 6 | 6 | -19 | 1
CCn1nc(NS(=O)(=O)c2ccccc2[N+](=O)[O-])c2cc3cccc(C)c3nc21 | -9 | -2 | 13 | -1.3 | 32 | 6 | 17 | 3
COc1ccc(CCNC(=O)c2cccc(S(=O)(=O)N3CCCCC3)c2)cc1 | 2 | -2 | 6 | 0.4 | 9 | 16 | 14 | 0
COCC(=O)N(Cc1cc2cc(OC)ccc2[nH]c1=O)c1ccccc1OC | 26 | -7 | 6 | -3.3 | -7 | 20 | -18 | -1
Cc1cc(NCCCn2ccnc2)n2nc(-c3ccc(F)cc3)cc2n1 | 2 | 8 | -10 | 2.7 | -8 | -14 | 13 | -5
O=C(Nc1ncnc2c1C(c1ccccc1)c1c(ccc3ccccc13)O2)c1ccccc1 (centres undefined) | 11 | 5 | 32 | 2.7 | 48 | 3 | 65* | -1
Cc1c([C@@H]2C[C@H]3CN(Cc4cccc(Cl)c4)C(=O)[C@]34CCCN24)cnn1C | 0 | 0 | 21 | -2.1 | 18 | -2 | 24 | -4
CC(C)(C)c1cc(NC(=O)CCSc2nnc3ccccn23)cc(C(C)(C)C)c1 | 8 | -3 | 0 | 2.4 | 2 | -38 | 32 | 9
Clc1cccc(Cl)c1OCCOCCNCc1ccccc1 | 8 | -12 | 62* | -11 | -1 | 2 | 89* | -6
O=C(Nc1ccc(Cl)cc1)Nc1nnc(/C=C/c2ccccc2)s1 | -22 | 1 | 7 | -1.9 | -4 | 2 | 84* | 7
Cc1ccc(NC(=O)N2Cc3ccccc3CC2C(=O)NC(C)(C)C)cc1 (centres undefined) | 6 | 2 | 7 | -1.4 | 23 | -18 | -17 | 1
Cc1cc(C)c(S(=O)(=O)NCC23C=CC(O2)C2C(=O)N(c4ccccc4)C(=O)C23)c(C)c1 (centres undefined) | -1 | 1 | -4 | 1.8 | 22 | -10 | 21 | -2
O=C(Nc1cccc(F)c1)c1ccco1 | 4 | 1 | -7 | 3.0 | 2 | 16 | 17 | 0
COc1cc([N+](=O)[O-])ccc1NC(=O)/C=C\C(=O)O | -18 | 1 | 7 | -1.6 | -7 | 10 | -2 | -4
COc1ccc(C(C)=O)cc1COC(=O)CCCN1C(=O)c2ccccc2C1=O | 8 | -3 | -1 | 0.9 | 15 | 8 | 21 | -2
CC(=O)c1cccc(NC(=O)NCc2ccco2)c1 | 10 | 6 | 1 | 0.5 | -1 | 17 | -2 | -4
O=C(COC(=O)/C=C/c1ccccc1)NCc1ccc2c(c1)OCO2 | -2 | 0 | 7 | 1.8 | 16 | 11 | -7 | 0
COCCOc1cc(Nc2nnc(C(F)(F)F)s2)c(Cl)cc1Cl | 10 | 0 | -1 | 2.1 | 29 | -21 | 0 | -2
CCCn1nc2cc(C(=O)NCCCCc3ccccc3)ccc2c1OCC | 10 | 4 | -1 | 0.1 | 28 | 4 | -17 | 3
COc1ccc(-c2noc(-c3ccccc3-c3ccccc3)n2)cc1 | -15 | 0 | -3 | 0.6 | 23 | -6 | -2 | 0
c1ccc(Cn2nnnc2C(c2cccs2)N2CCc3ccccc3C2)cc1 (centres undefined) | 8 | 2 | 11 | 1.6 | 38 | 20 | 18 | -8
COc1cc(/C=N/NC(=O)c2cccnc2)cc2c1OCO2 | -7 | -4 | 17 | 0.4 | 9 | -16 | 13 | -1
COc1cccc(-c2nn(-c3ccccc3)cc2C(=O)OCC(=O)Nc2ncc(Cl)cc2Cl)c1 | -10 | 0 | 8 | 0.9 | 14 | 14 | -4 | -1
O=C(COC(=O)c1ccccc1O)NCCCc1ccccc1 | 10 | -3 | -7 | -3.4 | 16 | 25 | -20 | -3
CC(C)CN(C(=O)COC(=O)c1ccccc1SCC(=O)NC1CCCCCC1)C1CCS(=O)(=O)C1 (centres undefined) | 12 | -1 | 0 | 0.0 | 8 | 0 | -9 | -4
Cc1c(NC(=O)C(C)OC(=O)/C=C/c2ccc(OC(F)F)cc2)c(=O)n(-c2ccccc2)n1C (centres undefined) | -53 | 0 | 1 | 1.4 | 4 | -15 | 9 | 1
CCOC(=O)C1(CCCc2ccccc2)CCN(S(=O)(=O)N(C)C)CC1 | 11 | -5 | 6 | -0.4 | 32 | -14 | -17 | 0
N#C/C(=C/c1ccc(O)cc1)C(=O)NCc1ccc(Cl)cc1 | 10 | -1 | -6 | 0.9 | 6 | -5 | -1 | -1
CN(C)c1ccc(CN(C(=O)COc2ccccc2)C2CCS(=O)(=O)C2)cc1 (centres undefined) | 9 | 2 | 5 | -0.6 | -4 | -4 | 13 | -4
CCC(C)c1ccc(OCC(=O)Nc2ccc(CN3CCOCC3)cc2)cc1 (centres undefined) | -43 | -3 | 14 | 0.7 | 20 | 8 | 10 | 0
O=S(=O)(CC(O)COc1ccccc1Cl)c1ccccc1 (centres undefined) | 10 | -1 | 4 | -0.1 | 23 | -14 | 13 | 0
COCCN(CC(=O)NC1CCCCC1)C(=O)CCCC(=O)Nc1ccccn1 | -3 | 0 | -5 | -1.8 | 6 | 0 | -16 | -1
Cc1ccc(Nc2nc(CSc3nnnn3C)cs2)cc1 | 4 | 0 | -55 | 3.6 | 20 | -84 | -99 | -3

Part of the list above, with values under each structure:
Every second line gives: APJ antagonist	UPR XBP1 act	Jurkat NFkB inh	CHOP UPR activ	tim23-1 inh	697 NFkB inh	Mdm2-MdmX inh	APJ ag
> Cc1c(NC(=O)C(C)OC(=O)/C=C/c2ccc(OC(F)F)cc2)c(=O)n(-c2ccccc2)n1C (centres undefined)
    -53	0	1	1.4	4	-15	9	1
> CC(=O)c1cccc(NC(=O)NCc2ccco2)c1
    10	6	1	0.5	-1	17	-2	-4
> CN(C)c1ccc(CN(C(=O)COc2ccccc2)C2CCS(=O)(=O)C2)cc1 (centres undefined)
    9	2	5	-0.6	-4	-4	13	-4
> c1ccc(Cn2nnnc2C(c2cccs2)N2CCc3ccccc3C2)cc1 (centres undefined)
    8	2	11	1.6	38	20	18	-8
> O=C(COC(=O)c1ccccc1O)NCCCc1ccccc1
    10	-3	-7	-3.4	16	25	-20	-3
> COc1cc(/C=N/NC(=O)c2cccnc2)cc2c1OCO2
    -7	-4	17	0.4	9	-16	13	-1

Compound activity from PubChem.
